WRN helicase inh: blocks human WRN helicase; WRN helicase unwinding, fluorescent forked duplex, kinetic; Q14191; 360,000 tested, 0.46% active; AID 651768; Potency, µM (highest dose often 114 µM), for the others: top-dose activity change, negative = inhibition, actives largely listed as inhibitors; further: potency means the concentration at half of the fitted maximal effect; on the % scale 0 is the no-effect control and ±100 the full control effect; nearly all actives have a fitted effect of over 55% in size
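Fluorescence dequenching readout, ex 525 nm/em 598 nm, kinetic mode: forked duplex DNA (100 nM final) with adjacent fluorophore and quencher unwound by WRN (20 nM final) with 2 mM ATP. Compound preincubation 15 min, room temperature.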
PI5P4Ka inh: inhibitors of human PI5P4K alpha; max response, %; 330,000 tested, 1.2% active; PI5P4Kalpha enzyme, ADP-Glo luminescence, 60 min; stronger effect = lower value; P48426; active means max response of -50% or lower; inconclusive means between -30% and -50%; inactive means -30% or higher; further: value at the top dose of about 77 µM; on the % scale 0 is the no-effect control and ±100 the full control effect
Target sequence (P48426 whole entry, looked up): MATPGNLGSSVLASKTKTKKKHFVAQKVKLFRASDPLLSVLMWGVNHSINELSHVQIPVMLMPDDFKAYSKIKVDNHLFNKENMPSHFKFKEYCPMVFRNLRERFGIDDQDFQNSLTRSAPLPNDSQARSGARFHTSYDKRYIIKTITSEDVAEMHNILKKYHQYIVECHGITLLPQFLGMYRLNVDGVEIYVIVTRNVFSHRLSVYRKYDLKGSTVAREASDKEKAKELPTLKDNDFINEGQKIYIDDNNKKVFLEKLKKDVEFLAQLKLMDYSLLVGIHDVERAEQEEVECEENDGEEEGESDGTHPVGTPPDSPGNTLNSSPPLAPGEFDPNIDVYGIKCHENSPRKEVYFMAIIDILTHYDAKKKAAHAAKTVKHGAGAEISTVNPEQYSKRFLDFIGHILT
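Compounds were pin-transferred onto PI5P4Kalpha and substrate in HEPES pH 7.4 buffer with EGTA, CHAPS and 5% DMSO. ATP (5 microM final) started the reaction, which ran 60 minutes at room temperature before ADP-Glo detection.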
Mm-Cpn inhibitor: M. maripaludis TRiC chaperonin inhibition; purified Mm-Cpn ATPase, ADP Transcreener TR-FRET; Potency, µM (top dose mostly 76.9 µM), for inactives: at the top dose activity, negative = inhibition, hits mostly inhibitors; 330,000 tested, 0.031% active; further: potency means the concentration at half of the fitted maximal effect; on the % scale 0 is the no-effect control and ±100 the full control effect; nearly all actives have a fitted effect of over 80% in size
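Purified archaeal chaperonin (25 nM final) was preincubated with compound for 10 min at 37°C, then ATP (10 uM final) was added for 30 min at 37°C in Tris pH 7.4/KCl/MgCl2/DTT buffer. ADP was quantified by HTRF Transcreener TR-FRET.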
EPAC1 ag: EPAC1 (human) agonism; O95398; EPAC1 agonist qHTS, biochemical assay; response scale: 100% = response to 6.5 mM cAMP; Potency, µM (series often up to 154 µM), for the others: top-dose activation, usual class: activators; 360,000 tested, 0.073% active; AID 720707; further: potency means the concentration at half of the fitted maximal effect; nearly all actives have a fitted effect of over 60% in size
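Normalized to 6.5 mM cAMP, activity reflects EPAC1-catalysed release of BODIPY-GDP from Rap1B, followed kinetically over 30 min at 480 nm excitation, 540 nm emission. Reaction contained 100 nM EPAC1, 250 nM Rap1B-BODIPY-GDP, 50 uM GDP.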
CCT chaperon mod: modulators of cytosolic chaperonin (CCT/TRiC) activity; activity change, % (test concentration not listed), hits read low; 360,000 tested, 0.3% active; purified chaperonin ATPase assay, HTRF ADP detection, 30 min; in the data active means activity change below about -30%; further: on the % scale 0 is the no-effect control and ±100 the full control effect
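ATPase activity: ADP formed was measured by HTRF Transcreener (665/615 nm ratio) after 30 min at 37 deg C with 10 uM ATP. Compounds screened at one 76 uM concentration against 40 or 20 nM TRiC in Tris pH 7.4/KCl/MgCl2/DTT buffer.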
PLK1 PBD block: inhibitors of human PLK1 polo-box domain binding. P53350. Plk1 PBD binding of FITC phosphopeptide, fluorescence polarization. Potency, µM, inactives show max response, negative = inhibition, most hits filed as inhibitors. 360,000 tested, 2.8% active; further: potency means the concentration at half of the fitted maximal effect; series mostly up to about 57 µM; on the % scale 0 is the no-effect control and ±100 the full control effect; nearly all actives have a fitted effect of over 65% in size
Target sequence (P53350 whole entry, looked up, the tested form may be a part): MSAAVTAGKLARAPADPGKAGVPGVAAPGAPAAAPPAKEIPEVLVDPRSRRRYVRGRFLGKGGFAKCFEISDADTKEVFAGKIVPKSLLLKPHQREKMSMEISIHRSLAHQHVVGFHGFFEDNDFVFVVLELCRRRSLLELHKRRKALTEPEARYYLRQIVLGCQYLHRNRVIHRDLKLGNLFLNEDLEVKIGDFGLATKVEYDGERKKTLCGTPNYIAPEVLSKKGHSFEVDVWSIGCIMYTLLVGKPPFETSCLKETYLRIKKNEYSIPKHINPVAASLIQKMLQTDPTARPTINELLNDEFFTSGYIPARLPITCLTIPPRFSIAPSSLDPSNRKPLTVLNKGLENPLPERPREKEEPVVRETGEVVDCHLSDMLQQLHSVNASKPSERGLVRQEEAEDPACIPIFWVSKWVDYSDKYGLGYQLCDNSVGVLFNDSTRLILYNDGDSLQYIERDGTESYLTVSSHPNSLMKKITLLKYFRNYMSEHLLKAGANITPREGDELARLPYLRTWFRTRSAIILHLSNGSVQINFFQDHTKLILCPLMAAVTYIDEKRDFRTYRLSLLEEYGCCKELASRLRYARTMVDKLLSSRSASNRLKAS
EPAC2 antag: antagonists of human EPAC2 | EPAC2 GEF exchange of Rap1B-BODIPY-GDP, fluorescence | Potency, µM (highest dose often 114 µM), inactives show top-dose activity, negative = inhibition, most hits filed as inhibitors | 360,000 tested, 0.18% active | AID 720708; further: potency means the concentration at half of the fitted maximal effect; on the % scale 0 is the no-effect control and ±100 the full control effect; nearly all actives have a fitted effect of over 45% in size; many of its hits are not listed in these tables
EPAC1 antag: EPAC1 (human) antagonism | O95398 | EPAC1 GEF assay, Rap1b-BODIPY-GDP exchange fluorescence | Potency, µM (top dose mostly 115 µM), inactives show at the highest dose activity change, negative = inhibition, most hits filed as inhibitors | 360,000 tested, 0.14% active | AID 720709;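 further: potency means the concentration at half of the fitted maximal effect; plate controls were vehicle for no effect and positive control for full effect; nearly all actives have a fitted effect of over 50% in size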
The depositor's hits bear a star; ? = inconclusive; / = no result given; [ ] = dose if it differs, or a comment. Unless noted, the call rests on the fitted dose curve; in most records, active means well fitted curve in the direction sought with a large enough effect; inconclusive means small, poorly fitted or top-dose-only effect, or another doubt; inactive means no such curve, though single readings can be large; an effect the other way counts as inactive or inconclusive.

SMILES	WRN helicase inh	PI5P4Ka inh	Mm-Cpn inhibitor	EPAC1 ag	CCT chaperon mod	PLK1 PBD block	EPAC2 antag	EPAC1 antag
COc1ccc(NC(=O)c2ccc(Cl)nc2)cc1S(=O)(=O)N1CCOCC1	0%	-5	1%	-4%	-0.4	2%	5%	-5%
COc1ccc(-c2noc(C3CCCN(C(=O)Nc4ccccc4F)C3)n2)cc1 (stereo not given)	4%	16	-3%	1%	0.3	1%	5%	-12%
CCC(C)c1ccccc1N1CC(C(=O)N2CCN(S(=O)(=O)c3ccccc3Br)CC2)CC1=O (stereo not given)	0%	-9	2%	4%	-0.1	-3%	-5%	4%
CC1(C)Cc2[nH]c(=O)c(C#N)cc2CS1	-5%	0	-2%	-3%	-0.1	-2%	6%[57.1 µM]	13%
COC(C[C@H]1O[C@@H]1C(=O)[C@H](C)OCc1ccccc1)OC	7%	-1	/	15%	-1.5	-15%	-3%	8%
COc1ccc(OC)c(S(=O)(=O)Nc2cc3c(cc2N2CCCC2)n(C)c(=O)c(=O)n3C)c1	3%	-24	-11%	-13%	-0.5	21µM*	-1%	-3%
CC(=O)NCCNc1nc2cc(-c3ccc(Cl)cc3C)sc2c(=O)n1C	1%	0	/	-3%	0.3	-11%	14%	11%
COc1ccc(CCNC(=O)CNC(=O)Cn2ccc3ccccc3c2=O)cc1OC	-1%	1	3%	-2%	0.3	0%	6%	-16%
O=C(CSc1ccccc1)Nc1ccccc1N1CCOCC1	2%[57.1 µM]	0	0%	5%	-3.4	-6%	-1%	0%
COc1cccc(C(C)(O)c2nc(-c3csc4ccccc34)cs2)c1 (stereo not given)	-9%	26	/	-2%	1.8	7%	?	-15%
C#CC(CC)(CC)NC(=S)Nc1cccc(C(C)=O)c1	-8%	3	0%	3%	-1.2	-10%	-1%	-17%
COc1cc2[nH]c(C(=O)NCCc3ccccc3)cc2c(OC)c1OC	2%	1	-3%	11%	0.9	-10%	-4%	8%
COc1ccc(-c2cc(C(=O)NCCc3ccccc3)no2)cc1OC	1%	/	1%	3%	-0.8	-4%	3%	11%
O=C(O)CCNS(=O)(=O)c1ccc2ccccc2c1	1%	/	1%	6%	-1.2	-7%	-2%	1%
CCCCn1c(NCc2ccncc2)nc2ccccc21	-1%[57.1 µM]	6	0%	-2%	1.2	3%	2%	-20%
CC(C)N=C(NC#N)SCc1ccccc1	2%[57.1 µM]	-4	0%	-12%	-0.5	-19%	9%	1%
O=C(CN1CCN(c2ccccc2)CC1)NCc1ccc(F)cc1	2%	-3	1%	6%	-5.1	-8%	-6%	-1%
O=C1CCN(CCCc2ccccc2)CCN1[C@H](CO)Cc1ccccc1	3%	3	-2%	-7%	0.2	-17%	8%	-11%
COc1cc2c(cc1OC)C(c1cc3cc4c(cc3[nH]c1=O)OCO4)N(C(=O)C(C)C)CC2 (stereo not given)	0%[57.1 µM]	/	1%	-4%	0.0	1%	3%	6%
COc1ccc(/C=C2\N=C3CCCN3C2=O)cc1	1%	-10	-1%	-11%	-1.2	?	19%	13%
Cc1c(NC(=O)C(C)OC(=O)c2cc3c4ccccc4n(C)c3s2)c(=O)n(-c2ccccc2)n1C (stereo not given)	12%	-8	0%	7%	-2.1	?	2%	5%
CC(C)(C)Cc1c(-c2ccc(F)cc2)nc2ccc(Cl)cn12	-4%	9	/	-12%	-21	-13%	?	-21%
O=C(Nc1ccc(F)cc1)C(c1ccccc1)N1CCN(c2cccc(C(F)(F)F)n2)CC1 (stereo not given)	-9%	0	/	-4%	/	-16%	-13%	-19%
C=CCNCCOc1ccccc1-c1ccccc1	-21%	14	-2%	1%	1.8	-2%	-1%	10%
Nc1nc(SCc2ccccc2)ns1	2%	?	0%	1%	-1.2	?	4%	3%
O=[N+]([O-])c1ccc2nc(CCCc3nc4ccc([N+](=O)[O-])cc4[nH]3)[nH]c2c1	-13%	-2	1%	6%	1.6	-2%	-3%	-6%
CC1CCN(C(=O)CSc2nc3ccccc3s2)CC1	-6%	-5	-2%	-2%	-3.2	-19%	0%	3%
CC(C)CN(CC(C)C)C(=O)Nc1cccc([N+](=O)[O-])c1	6%	-1	1%	4%	0.4	-2%	0%	8%
Nc1nc(O)c(CC(=O)O)s1	16%	-2	-2%	-8%	2.2	?	2%	-8%
CCOc1ccc(-c2cc(C(=O)NCCCn3ccnc3)c3cc(Br)ccc3n2)cc1	-17%	4	-25%	0%	-8.2	0%	-3%	-8%
CCC(=O)Nc1nc(=S)ss1	?	?	3%	0%	-0.5	21µM*	4%	10%
COc1cc(OC)cc(-c2cc3nc(C)c(CCC(=O)O)c(=O)n3[nH]2)c1	-4%	-2	0%	-5%	0.5	3%	-4%	-6%
CC(C)NC(=O)NC(=O)CSc1nnc(-c2ccccc2F)n1N	2%	6	-1%	-5%	-0.5	2%	17%	3%
N#CCSCC(=O)Nc1ccc(Cl)cc1	-25%	/	0%	-8%	1.2	?	15%	14%
CCOC(=O)c1sc(=NC(=O)c2ccc(S(=O)(=O)N(C)c3ccccc3)cc2)n(C)c1C	-24%	3	-24%	11%	2.4	-6%	-12%	-6%
O=C(NCCCCCCNC(=O)C1CCCC1)C1CCCC1	14%	/	0%	3%	-0.7	-4%	7%	8%
COc1cccc(CNc2nc3cc(C(C)=C(C)C)sc3c(=O)n2C)c1	-7%	6	/	1%	-1.6	-22%	-28%	-27%
CCCCOc1ccccc1NC(=O)CC1Nc2ccccc2NC1=O (stereo not given)	-8%[57.1 µM]	/	0%	5%	-3.3	-4%	-2%	5%
CCOc1ccc(CNC(=S)N/N=C/c2cccnc2)cc1	-2%	0	2%	5%	-1.5	-1%	-11%	16%
COc1ccc(S(=O)(=O)N2CCCCCC2)cc1C(=O)N(C)CC(=O)Nc1ccccc1Cl	7%	0	1%	-12%	-0.5	4%	7%	9%
Cc1cc(NC(=O)c2cccc(S(=O)(=O)N3CCC(C)CC3)c2)no1	-35%	3	2%	10%	-1.6	-9%	-2%	-7%
CC(=O)N1C[C@@H](CO)[C@@H](N(C)C(=O)C(C)(C)C)C[C@H]1c1ccccc1	6%	2	/	1%	0.4	-6%	11%	-7%
CCOC(=O)CCCCCC(=O)Nc1ccc2c(c1)C(=O)N([C@@H](C)CO)C[C@H](C)[C@H](CN(C)C(=O)Nc1ccc(F)cc1)OCCCC[C@H](C)O2	0%	2	/	9%	-1.4	-18%	0%	-12%
CC12CCC(C(=O)Nc3ccccc3)(C(Br)C1=O)C2(C)C (stereo not given)	-2%	17	-1%	-2%	0.8	1%	0%	7%
CCOc1ccc(C2CC(=O)N(Nc3ccc([N+](=O)[O-])cc3[N+](=O)[O-])C2=O)cc1 (stereo not given)	-17%	1	-1%	16%	-2.3	-2%	-9%	9%

In another format: 2 of the compounds above.
The line under a structure holds: WRN helicase inh | PI5P4Ka inh | Mm-Cpn inhibitor | EPAC1 ag | CCT chaperon mod | PLK1 PBD block | EPAC2 antag | EPAC1 antag
COc1ccc(S(=O)(=O)N2CCCCCC2)cc1C(=O)N(C)CC(=O)Nc1ccccc1Cl
  7% | 0 | 1% | -12% | -0.5 | 4% | 7% | 9%
CCC(=O)Nc1nc(=S)ss1
  ? | ? | 3% | 0% | -0.5 | 21µM* | 4% | 10%

(next part)
SMILES	WRN helicase inh	PI5P4Ka inh	Mm-Cpn inhibitor	EPAC1 ag	CCT chaperon mod	PLK1 PBD block	EPAC2 antag	EPAC1 antag
CCOC(=O)N1CCN(c2nnnn2-c2ccccc2)CC1	4%	-5	-1%	12%	0.9	-9%	7%	-1%
CN1CCN(C(=O)CSc2nc3ccc(NC(=O)c4ccccc4F)cc3s2)CC1	-3%	4	-3%	8%	1.4	0%	-8%	-12%
Cc1cccc(NC(=O)c2cccc(C(=O)Nc3cccc(C)c3C)n2)c1C	1%	-1	1%	-4%	0.5	-3%	0%	-2%
CN(C)CCNC(=O)C(C(=O)c1ccc(F)cc1)n1ccccc1=O (stereo not given)	1%	1	2%	1%	-1.4	-5%	-2%	-5%
Cn1c(=O)c2c(nc(C3CC4C5CCC(C5)C4C3)n2C)n(C)c1=O (stereo not given)	-2%	-3	/	11%	-2.6	-9%	-4%	-4%
COc1ccc(CN(CC(=O)NCc2ccccc2)C(=O)CCC(=O)Nc2cc(C)ccn2)cc1	-1%	-16	0%	7%	-0.1	-7%	6%	-17%
O=C(CSc1ncnc2c1oc1ccccc12)Nc1nccs1	-5%	4	4%	9%	-0.1	-2%	7%	-4%
COc1cccc(CNS(=O)(=O)c2ccc3c(c2)C(C)(C)C(=O)N3C)c1	-22%	-16	2%	8%	0.7	-23%	3%	6%
Cc1cc(N2CCOCC2)c(F)cc1C(=O)c1ccccc1	1%	/	-3%	4%	-1.5	2%	9%	-10%
CCn1nc(C)c(NS(=O)(=O)c2ccc(C)cc2)c1C	-1%	/	0%	9%	-2.5	-3%	-5%	8%
CCC(=O)N1CCc2cc(S(=O)(=O)NC(C(=O)NCc3ccc(C)cc3)C(C)C)ccc21 (stereo not given)	-4%	2	2%	7%	0.0	-10%	0%	-2%
CN(C)S(=O)(=O)c1ccc(C(=O)Nc2cccc(C(=O)N3CCOCC3)c2)cc1	2%	-4	1%	-9%	-1.0	12%	4%	4%
CCn1c(=O)c(=O)n(CC)c2cc(S(=O)(=O)N3CCc4ccccc43)ccc21	15%	-1	1%	-5%	-4.0	1%	6%	0%
O=C(Nc1nc(-c2cc(F)ccc2F)cs1)C1=NN(c2ccccc2)C(=O)CC1	10%	-6	-18%	19%	-2.3	-15%	-8%	23%
COc1ccc(CCN2CC(C(=O)NCc3cnn(C(C)C)c3)CCC2=O)cc1 (stereo not given)	-29%	0	0%	7%	-1.2	-3%	-1%	-14%
CC(Oc1cccc(Br)c1)C(=O)NNC(=O)CCS(=O)(=O)c1ccccc1 (stereo not given)	4%	-3	0%	-4%	-3.9	0%	3%	-1%
N#C/C(=C\c1ccc(O)cc1)c1nc2ccccc2o1	-10%	1	1%	11%	0.1	28%	-3%	-16%
CC(=O)N[C@@H](C)C(=O)N1CCN(S(=O)(=O)c2ccc(Cl)cc2)CC1	-1%	1	-3%	-3%	-0.4	-1%	-4%	-1%
O=C(Oc1ccc(Br)cc1C(=S)N1CCCC1)c1ccccc1F	12%	-9	2%	5%	-1.9	27µM*	2%	10%
COc1ccc(-c2[nH]c3ccccc3c2SCCN)cc1	-11%	0	-11%	0%	1.6	-9%	-2%	-6%

Not all compounds are listed. The share of hits here may be higher or lower than overall.
